# TbHK1 inh = Trypanosoma brucei hexokinase 1 inhibitors, primary screen, biochemical, G6PDH-coupled NADH absorbance, MLSCN library | AID 1430, 2008 | recombinant TbHK1, G6PDH-coupled NADH A340 | 0.11% of 220,000 active | inhibition, % at 10 µM;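 active = inhibition of 50% or more in the single-dose primary screen; inactive = inhibition below 50%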
# p47phox inh = p47phox/p22phox peptide binding inhibitors, primary screen, biochemical, uHTS, NADPH oxidase regulatory subunit; Neutrophil cytosol factor 1 (Homo sapiens), P14598; fluorescence polarization, 2 h; inhibition, % at 24.7 µM; 0.53% of 220,000 active; AID 1274, 2008;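 active = inhibition above about 30%, limit read from the data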;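 note: 0% = p47phox with labelled peptide and 100% = labelled peptide alone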
# RBBP9 inhibitor = human RBBP9 inhibitors, primary screen, biochemical, fluorescence polarization, FP-Rh probe, HTS; Serine hydrolase RBBP9 (Homo sapiens), O75884; recombinant RBBP9; inhibition, % at 7.94 µM; 0.2% of 220,000 active;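 active = inhibition above the campaign mean of all tested compounds plus 3 SD, cut at about 14% in these data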;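 note: plate controls were DMSO wells with RBBP9 for no effect and wells lacking RBBP9 protein for full effect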
# Target sequence (O75884 whole entry, looked up): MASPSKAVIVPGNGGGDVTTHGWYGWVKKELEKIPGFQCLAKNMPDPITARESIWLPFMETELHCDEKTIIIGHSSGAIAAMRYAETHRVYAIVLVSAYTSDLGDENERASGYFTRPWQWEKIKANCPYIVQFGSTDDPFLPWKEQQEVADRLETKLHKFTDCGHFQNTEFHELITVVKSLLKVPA
#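 Test system: recombinant human RBBP9. Quantity: 2.5 µM RBBP9 dispensing solution, before mixing. Detection: FP readout at 525/598 nm. Reagent: Serine-hydrolase probe FP-Rh, 375 nM pre-mixing. Measure: % inhibition. Control set: DMSO-treated enzyme wells and wells lacking RBBP9. Buffer or medium: Tris-NaCl-Pluronic buffer, pH 8.0. Times: preincubation 30 min plus labeling 45 min at 25 °C.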
# Ba/F3 V617F tox = reduced viability of JAK2V617F-dependent Ba/F3 cells, primary screen, JAK2V617F inhibitor project, cell-based, Ba/F3 EpoR-JAK2V617F, luminescence; 1.1% of 220,000 active; ATP luminescence; inhibition, % at 5.6 µM; AID 1446, 2008;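 active = inhibition above the campaign mean plus 3 SD over all tested compounds, cut at about 24% in these data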;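 note: cytokine-independent growth of Ba/F3 cells driven by EpoR plus mutant JAK2; 0% = DMSO-treated cells and 100% = JAK inhibitor I control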
# PPC-1+TRAIL kill = compounds killing PPC-1 cancer cells with TRAIL present, primary screen, TRAIL potentiator project, ATPLite luminescence, uHTS; 0.41% of 220,000 active; PPC-1 cells + TRAIL, ATPLite viability luminescence; cell killing (% activity), % at 4 µM;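 active = cell killing above 50% in the first pass at 4 µM, then a duplicate retest at 5 µM averaging 50% or more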;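 note: plate controls were cells with TRAIL plus DMSO for no effect and medium-only wells lacking cells for full effect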
# Furin inhibitor = human furin inhibitors, primary screen, biochemical, fluorescence intensity | P09958 | purified furin, fluorogenic substrate cleavage | inhibition, % at 30 µM | 0.061% of 220,000 active; in the data active = inhibition above about 25%; note: inactives centre near -15
# EP2 antag = human EP2 receptor antagonists, primary screen, TR-FRET cAMP, C6 glioma cells; Prostaglandin E2 receptor EP2 subtype (Homo sapiens), P43116; inhibition, % at 25 µM; C6 glioma cells expressing human EP2; cells stimulated with saturating PGE2; AID 1422, 2008; 0.52% of 260,000 active;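 active = percent inhibition above 40 after rounding to a whole number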;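 note: rat C6 glioma host cells with rolipram phosphodiesterase inhibitor present; the protocol text gives 20 µM as final concentration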
# p97 ATPase inh = inhibitors of human p97 ATPase, primary screen, biochemical; Transitional endoplasmic reticulum ATPase (Homo sapiens), P55072; recombinant p97 ATPase, Kinase-Glo ATP luminescence, 3 h; inhibition, % at 8 µM; 0.42% of 220,000 active; AID 1481, 2009; in the data active = inhibition above about 15%;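 note: 0% = DMSO vehicle and 100% = wells lacking enzyme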
# Target sequence (P55072 whole entry, looked up): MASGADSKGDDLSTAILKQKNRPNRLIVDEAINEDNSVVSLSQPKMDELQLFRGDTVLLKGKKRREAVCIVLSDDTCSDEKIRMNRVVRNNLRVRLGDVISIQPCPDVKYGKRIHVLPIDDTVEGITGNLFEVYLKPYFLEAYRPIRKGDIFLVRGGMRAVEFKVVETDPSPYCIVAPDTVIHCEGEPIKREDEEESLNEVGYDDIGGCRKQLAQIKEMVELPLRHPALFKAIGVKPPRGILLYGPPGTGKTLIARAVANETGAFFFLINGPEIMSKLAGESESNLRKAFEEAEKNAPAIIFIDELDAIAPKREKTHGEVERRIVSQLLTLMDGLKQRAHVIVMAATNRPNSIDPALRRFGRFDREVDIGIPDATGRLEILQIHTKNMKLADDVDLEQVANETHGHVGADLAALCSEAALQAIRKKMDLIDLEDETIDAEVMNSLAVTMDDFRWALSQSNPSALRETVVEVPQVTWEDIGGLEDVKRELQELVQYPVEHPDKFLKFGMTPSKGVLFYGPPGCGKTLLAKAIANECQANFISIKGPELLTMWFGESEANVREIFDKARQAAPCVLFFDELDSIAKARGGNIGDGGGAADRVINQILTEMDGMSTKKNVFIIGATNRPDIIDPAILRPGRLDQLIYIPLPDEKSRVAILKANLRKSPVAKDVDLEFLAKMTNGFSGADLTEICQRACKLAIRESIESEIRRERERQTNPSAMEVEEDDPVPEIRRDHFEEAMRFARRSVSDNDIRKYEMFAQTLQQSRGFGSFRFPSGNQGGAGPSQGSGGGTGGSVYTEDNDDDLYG
# BaF3 parental = parental Ba/F3 cell viability inhibition, counter-screen for JAK2V617F inhibitor project, murine pro-B, CellTiter-Glo luminescence; AID 1486, 2009; CellTiter-Glo ATP luminescence; 1.1% of 220,000 active; inhibition, % at 5.6 µM;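 active = inhibition above a per-campaign cutoff, the mean inhibition of all tested compounds plus 3 SD, cut at about 27% in these data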;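 note: 0% = DMSO wells and 100% = JAK Inhibitor I control wells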
# The depositor's hits bear a star; · = not tested or not shown; [ ] = another dose, or the depositor's remark. Some of the compounds tested; the hit share may differ from the screen's.
SMILES,TbHK1 inh,p47phox inh,RBBP9 inhibitor,Ba/F3 V617F tox,PPC-1+TRAIL kill,Furin inhibitor,EP2 antag,p97 ATPase inh,BaF3 parental
COc1ccc(/C=c2\sc3nc(=O)c(C)nn3c2=O)c(OC)c1,-7,-11,-5,-2,11,-22,6,4,7
O=C(CSc1ccc(-c2ccccc2)nn1)N1CCCc2ccccc21,9,-5,0,-2,5,-22,7,1,3
CCOC(=O)C1C(=O)OC(C)(C)C1C(CC)C(=O)c1c(C)cc(C)cc1C (stereo not given),-10,1,-1,-2,5,-9,11,-2,2
CCC(CC)C(=O)Nc1cccc(C(=O)N2CCOCC2)c1,6,-2,-9,4,12,1[20 µM],8,-6,4
CC(=O)Nc1ccc(S(=O)(=O)NCC(=O)OCC(=O)N2CCCc3ccccc32)cc1,-8,-7,-10,0,-8,-23,12,6,1
O=C1C(=C2SCCCS2)CC/C1=C\c1ccc(F)cc1,-11,-8,-6,1,90*[5 µM],-6[20 µM],12,-6,1
CS/C(=C\[N+](=O)[O-])Nc1ccc(Cl)cc1,-31,-8,0,1,-6,-16[20 µM],4,1,9
O=c1cc(-c2ccccc2)c2cc3c(cc2[nH]1)OCCO3,4,-4,-2,3,13,-1,7,-4,3
O=C(COc1ccccc1)NCC(=O)N/N=C/c1ccccc1,36,-1,-10,5,13,-1,6,-8,8
COC(=O)c1[nH]c2ccc(F)cc2c1NC(=O)CCN1CCN(Cc2ccc3c(c2)OCO3)CC1,-10,·,-6,1,-26,-32,9,1,4
COc1ccccc1CNc1ccc([N+](=O)[O-])cc1C,3,4,-1,-3,8,-5,6,4,-1
Cc1cc(=O)[nH]c(SC(C(=O)O)c2ccccc2)n1 (stereo not given),39,-6,1,-5,-8,-8,7,9,2
CN(Cc1nc(-c2cnccn2)no1)Cc1n[nH]c2c1CCCCC2,-5,2,-7,3,21,-7,6,-4,-3
CCOC(=O)Cn1nc(C)n(-c2ccc(C(C)C)cc2)c1=O,2,-3,-5,5,-2,-14,5,-1,9
COc1cccc2cc(-c3nnc(-c4ccccc4)o3)c(=O)oc12,-12,-4,-3,2,·,-6,6,-2,9
CC1=C(C(N)=O)C(c2cccc(OCc3ccccc3)c2)n2nnnc2N1 (stereo not given),1,-7,-6,-1,-6,-9,4,-1,-1
CN(C)CC(C)(C)CNC(=S)NCc1ccc2c(c1)OCO2,-4,-1,0,-2,23,-18,5,3,4
Cc1cccc(-n2c(Cc3ccccc3)nnc2SCc2ccc([N+](=O)[O-])cc2)c1,6,-11,-6,-2,7,-21,5,-1,4
CCNC(=O)N1c2ccc(OCC)cc2C(C)=CC1(C)C,-9,-6,0,0,-7,-1[20 µM],13,7,3
Cc1c(C(=S)Nc2ccccc2)cnn1-c1ccccc1,4,-10,0,-3,31,-17[20 µM],·,2,0
CC(=O)NNc1cc(C)nc(N)n1,-3,-6,4,1,4,-19,9,4,-9
Cc1ccccc1NC(=S)NCc1cccs1,22,-11,-5,3,7,-18[20 µM],5,-2,5
O=c1c2cnn(-c3ccc(F)cc3)c2ncn1Cc1cccnc1,-1,6,6,-3,7,-18,17,3,0
O=C(CNC(=O)c1ccccc1)NCC(=O)OCC(=O)c1ccccc1,4,-7,-8,-2,14,-31,1,0,6
O=C(Cc1ccccc1)Nc1ccc(NC(=O)C2CCCCC2)nc1,11,-4,-5,3,·,-14,2,-3,9

# Reprinted from the part before: 6 entries, then new ones.
SMILES,TbHK1 inh,p47phox inh,RBBP9 inhibitor,Ba/F3 V617F tox,PPC-1+TRAIL kill,Furin inhibitor,EP2 antag,p97 ATPase inh,BaF3 parental
Cc1c(C(=S)Nc2ccccc2)cnn1-c1ccccc1,4,-10,0,-3,31,-17[20 µM],·,2,0
CC(=O)NNc1cc(C)nc(N)n1,-3,-6,4,1,4,-19,9,4,-9
Cc1ccccc1NC(=S)NCc1cccs1,22,-11,-5,3,7,-18[20 µM],5,-2,5
O=c1c2cnn(-c3ccc(F)cc3)c2ncn1Cc1cccnc1,-1,6,6,-3,7,-18,17,3,0
O=C(CNC(=O)c1ccccc1)NCC(=O)OCC(=O)c1ccccc1,4,-7,-8,-2,14,-31,1,0,6
O=C(Cc1ccccc1)Nc1ccc(NC(=O)C2CCCCC2)nc1,11,-4,-5,3,·,-14,2,-3,9
O=C(CNC(=S)N(Cc1ccccc1F)C1CCCCC1)NCC1CCCO1 (stereo not given),-1,-1,5,0,7,-13,3,-2,4
Cc1ccc(Cc2nc(-c3cccnc3)no2)cc1,35,-17,-5,-1,27,-4,11,1,5
O=C1NC2c3ccccc3C(=O)N2c2c1cnn2-c1ccccc1 (stereo not given),-6,-11,-7,0,9,-16,9,4,4
C#CCOCCOCCOCCNc1nc(N2CCN(C(=O)[C@H]([C@@H](C)CC)n3cc([C@@H](N)CO)nn3)CC2)nc(N2CCN(C(=O)[C@H](Cc3ccc(O)cc3)n3cc([C@@H](N)C(C)CC)nn3)CC2)n1 (stereo not given in full),4,-8,3,-2,22,-26,7,2,-1
Nc1nc(CSC(=S)N2CCOCC2)nc(Nc2ccc(F)cc2)n1,-5,-7,-4,1,9,-5,9,4,-3
CCC(C)N1CNc2c(c(=O)[nH]c(=S)n2-c2cccc(C)c2)C1 (stereo not given),-6,0,3,2,16,-14,0,0,6
COC(=O)Cc1c(C)nc2nc(-c3ccc(Cl)cc3)[nH]n2c1=O,-10,3,-7,0,37,-21[20 µM],8,2,6
COc1ccccc1N1CCN(C(=O)c2cc(N3C(=O)C4C5CCC(C5)C4C3=O)ccc2Cl)CC1 (stereo not given),36,3,-2,-1,-1,-16,8,0,8
Cc1cc(C=O)c(C)n1-c1cccc(C(=O)O)c1,1,-21,0,0,17,-22,6,2,4
CCn1cc(C(=O)NCCCN2CCCC2)c(=O)c2cc(S(=O)(=O)N3CCc4ccccc4C3)ccc21,-5,4,-10,4,-2,-14,5,-4,4
CC(C(=O)O)N1C(=O)/C(=C/C=C/c2ccco2)SC1=S (stereo not given),30,·,-9,3,-2,5[20 µM],4,11,-1
CN(C)c1nc(-c2ccc([N+](=O)[O-])cc2)cs1,-4,-12,-8,-2,6,-7[20 µM],11,-3,4
COCc1c(N)c(C)nc(Cl)c1C#N,-11,-10,-8,-1,·,-23,7,1,1
N#C/C(=C(/O)CN1CCN(c2ccccc2F)CC1)c1nc(-c2ccccc2)cs1,-5,-10,-9,1,8,-17[20 µM],3,-4,11
CNC(=O)c1cccc2cccc(Sc3ccccc3C(=O)O)c12,-9,3,7,-4,11,-13,11,9,-3
CCNC(=O)c1ccc(N(C)S(=O)(=O)c2cccs2)cc1,-2,-9,-7,-1,1,-18,4,2,4
CCOC(=O)c1c(C)c(C(=O)NCc2ccc3c(c2)OCO3)c(C)n1CC,-5,-4,-6,2,6,-27,6,0,0
CSc1nc(-c2ccco2)nn1C(=O)c1ccccc1Cl,-12,-6,0,-3,21,-22,4,4,-2
CC(Sc1ccc(Cl)cc1)C(=O)NCC1CCCO1 (stereo not given),-3,-11,-7,-1,8,-7[20 µM],22,2,1
CCCCOc1ccc(-c2c(C#N)c(N)[nH]c(=S)c2C#N)cc1,-13,-16,2,-2,2,-19,10,8,2
COc1ccc(N(CC(=O)Nc2cc(C(=O)O)ccc2C)S(=O)(=O)c2c(C)noc2C)cc1,-6,-9,-9,2,14,-27,1,1,10
Cc1onc(C(=O)N2CCN(C(c3ccccc3)c3ccccc3)CC2)c1[N+](=O)[O-],-6,-22,-11,8,13,0,8,1,5
O=C(CSc1ncnc2sc(-c3ccccc3)cc12)NC1CCS(=O)(=O)C1 (stereo not given),-13,-3,-13,0,8,-17,4,6,7
C/C(=C/C(=O)NCc1ccccc1)C(=O)O,3,2,-7,-1,11,-12[20 µM],9,-2,1
Cc1ccc(C(=O)NCc2ccccc2)cc1Br,-3,-15,-7,-4,18,-13,8,10,2
# (listing goes on)
SMILES,TbHK1 inh,p47phox inh,RBBP9 inhibitor,Ba/F3 V617F tox,PPC-1+TRAIL kill,Furin inhibitor,EP2 antag,p97 ATPase inh,BaF3 parental
COc1ccc(-c2cc(C(F)(F)F)n3nc(C(=O)Nc4cc(C)on4)cc3n2)cc1OC,-8,-4,5,6,33,-3[20 µM],·,-6,8
CCC(C(=O)Nc1cccc(C(F)(F)F)c1)c1ccccc1 (stereo not given),4,-3,-5,3,18,-14[20 µM],6,6,3
Cc1ccc(-c2nc3ccccn3c2NCc2ccc3c(c2)OCO3)cc1,-4,-15,2,0,18,-22[20 µM],7,-6,4
O=C(N/C(=C/C=C\c1ccccc1)C(=O)N1CCOCC1)c1ccc(Br)cc1,-30,-2,-12,-2,6,-19,7,1,-4
O=C(c1ccc([N+](=O)[O-])cc1)n1nc(-c2ccccc2)nc1NCc1ccccc1,-1,-9,-6,-2,10,-15,·,-1,1
COc1ccc(/C=C(\NC(=O)c2cccs2)C(=O)Nc2cccc3ccccc23)cc1OC,-15,-4,-5,5,14,-17,13,-6,6
COc1ccc(-c2nnc(SC(C)C#N)o2)cc1 (stereo not given),4,2,-14,4,36,-5,·,-3,3
O=C(C1CCN(S(=O)(=O)c2ccc(F)cc2)CC1)N1CCOCC1,-4,-8,-5,-1,0,-32,4,0,1
CCOC(=O)N1CCN(C(=O)CCCn2c(=S)[nH]c3ccc(Br)cc3c2=O)CC1,-8,-12,-8,-2,16,-16[20 µM],9,-2,5
N#C/C(=C/c1cccs1)c1ccccn1,-44,-13,6,-3,3,-9,16,5,1
O=C(COc1ccccc1Br)Nc1ccccc1C(F)(F)F,-2,-10,1,0,18,-27,7,-1,4
Cc1ccc(C(=O)c2cc(C)sc2N)cc1,-8,-5,-1,0,-3,-20,4,-1,2
COc1ccc(-c2nc3nc(C)cc(=O)n3[nH]2)cc1,1,2,-8,-1,22,-10[20 µM],2,3,4
CCOC(=O)Nc1cccc2ccccc12,-4,-13,0,0,31,-13,9,3,3
CCOc1cc(C)c(S(=O)(=O)N2CCCCC2)cc1C,2,1,0,-1,-6,-21,6,2,3
CCc1cccc(C)c1NC(=S)NCCc1c(C)[nH]c2ccc(C)cc12,5,-8,-10,-2,-2,-28,9,0,2
CC1(C)CC(=O)C2=C(C1)N(c1ccc(Cl)cc1)C(=O)C2(O)C(F)(F)F (stereo not given),-7,-7,2,-3,16,-18,3,5,-3
Cc1sc2ncnc(OCC(=O)NC(C)C(C)C)c2c1C (stereo not given),-7,·,6,0,7,-39,2,0,2
O=C1CCC(=O)N1CN(Cc1ccco1)CN1C(=O)CCC1=O,7,5,-12,-1,6,-20,15,2,2
CNc1ccccc1C(=O)OCC(C)=O,-5,-1,0,-2,-6,-29,13,7,2
O=S(=O)(c1ccc2nc(COc3ccccc3)[nH]c2c1)N1CCOCC1,0,-13,-4,-2,6,-18,13,2,5
CC(=O)c1ccc(-c2ccc(Cn3c(C)nc4cc(N)c(C)nc43)cc2)cc1,-10,-1,2,0,·,-19,6,8,7
